# ABCB1 block: human ABCB1 inhibition, ABCG2 as counter-screen | inhibition, % at 6.6 µM | P08183 | 190,000 tested, 0.067% active | AID 1326 | CCRF-Adr cells, JC-1 efflux, flow cytometry; in the data active = inhibition above about 40%;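 note: 0% = vehicle and 100% = reference inhibitor; higher value means more JC-1 retained so stronger ABCB1 efflux block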
# Rac1 mut GTP: human Rac1 activated mutant GTP binding change | GST-Rac1 activated beads, fluorescent GTP binding, flow cytometry; actives lie on both sides; 100% means binding = to untreated wells | percent activity (GTP binding), % at 10 µM | 190,000 tested, 0.11% active;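 active = GTP binding at least 20 percentage points away from the 100% baseline, in either direction, so actives lie on both sides; inconclusive = Compound likely fluorescent itself, or too few beads counted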
# HRas wt GTP: changes GTP binding to wildtype human HRas. GST-Ras wt beads, Bodipy-FL-GTP binding, flow cytometry; actives lie on both sides. GTP binding activity, % at 10 µM. 190,000 tested, 0.14% active. AID 759;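 active = GTP binding activity at least 20% away from the 100% baseline, either lowered as inhibitor or raised as activator; inconclusive = flagged as likely green fluorescent, judged across all proteins in the well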;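 note: 0% = unlabeled GTP competition control and 100% = no-compound control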
# Target sequence (P01112 whole entry, looked up): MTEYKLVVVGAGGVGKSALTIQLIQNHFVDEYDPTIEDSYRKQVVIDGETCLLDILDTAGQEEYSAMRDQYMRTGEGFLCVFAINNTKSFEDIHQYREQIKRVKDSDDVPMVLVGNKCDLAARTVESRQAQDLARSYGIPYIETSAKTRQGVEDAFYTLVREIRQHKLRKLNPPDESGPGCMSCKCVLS
# Mcl1-Noxa inh: Mcl-1/Noxa interaction inhibition; 220,000 tested, 1.5% active; TR-FRET Mcl-1/Noxa peptide binding, 2 h; AID 1022; inhibition, % at 21.7 µM;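 active = compounds that cut the protein-peptide binding signal by more than 50% relative to plate controls in a single-dose test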;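 note: His-tagged Mcl-1 with rhodamine Noxa BH3 peptide and terbium anti-His antibody; 0% = Mcl-1 plus Noxa peptide wells and 100% = peptide-only wells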
# Pf gametocyte: inhibitors of late stage P. falciparum gametocyte viability; P. falciparum stage V gametocytes, ATP luminescence, 24 h; inhibition, % at 10.9 µM; 150,000 tested, 0.065% active; AID 743093;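 active = inhibition above the mean plus 3 SD of compounds within the control limits, set per campaign, cut at about 38% in these data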;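 note: 0% = DMSO wells and 100% = medium only without gametocytes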
# ABCG2 inh: blocks JC-1 efflux by human ABCG2 transporter; 190,000 tested, 0.1% active; IgMXP3 cells, flow cytometry; inhibition, % at 6.6 µM; AID 1325;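 active = inhibition above 80%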;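 note: 0% = DMSO and 100% = nicardipine control wells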
# Target sequence (Q9UNQ0 whole entry, looked up): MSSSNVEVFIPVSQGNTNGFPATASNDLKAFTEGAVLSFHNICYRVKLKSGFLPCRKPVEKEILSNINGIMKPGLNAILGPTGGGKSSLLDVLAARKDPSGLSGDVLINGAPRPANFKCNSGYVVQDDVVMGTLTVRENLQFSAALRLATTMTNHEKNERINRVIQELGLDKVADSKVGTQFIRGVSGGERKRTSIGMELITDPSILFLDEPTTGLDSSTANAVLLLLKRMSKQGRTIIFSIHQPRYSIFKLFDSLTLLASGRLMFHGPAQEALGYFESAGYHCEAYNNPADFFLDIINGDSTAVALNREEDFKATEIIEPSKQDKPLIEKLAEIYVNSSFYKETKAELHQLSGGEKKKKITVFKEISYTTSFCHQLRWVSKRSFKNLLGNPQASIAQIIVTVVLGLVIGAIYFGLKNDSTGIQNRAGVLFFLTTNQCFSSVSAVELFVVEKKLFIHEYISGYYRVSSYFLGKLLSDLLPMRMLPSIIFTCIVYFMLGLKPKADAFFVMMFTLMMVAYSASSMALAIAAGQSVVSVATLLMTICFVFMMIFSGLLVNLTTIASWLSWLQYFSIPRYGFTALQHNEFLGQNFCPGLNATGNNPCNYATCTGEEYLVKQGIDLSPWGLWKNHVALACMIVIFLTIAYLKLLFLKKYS
#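 Incubation: cells with compound and JC-1, 10 min at 25 °C, rotating, no wash / Test system: IgMXP3 (ABCG2) plus far-red-tagged CCRF-Adr (ABCB1) cells / Compound dosing: one concentration, 6.6 µM final / Also added: JC-1 fluorescent substrate / Evaluation: efflux inhibition in percent versus controls / Detection: flow cytometry, 530 nm JC-1 signal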
# Avidin fluor: avidin bead compound fluorescence profile | 220,000 tested, 0.38% active | Avidin beads, compound fluorescence 488/530 nm, flow cytometry; hits give high values | fluorescence (KMESF) at 10 µM; in the data active = fluorescence above about 47; note: inactives centre near 10
# Rac1 wt GTP bind: modulators of human Rac1 wildtype GTP binding | P63000 | GST-Rac1 beads, fluorescent GTP binding, flow cytometry; actives lie on both sides; 0 = cold GTP competed, 100 = untreated | GTP binding activity (% of control), % at 10 µM | 190,000 tested, 0.27% active;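 active = GTP binding activity at least 20 points away from the 100% control level, either lower or higher; inconclusive = compound flagged as likely green fluorescent, judged across all proteins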
# Rab7 wt GTP bind: alters GTP binding to wildtype dog Rab7. GST-Rab7 beads, fluorescent GTP binding, flow cytometry; actives lie on both sides; untreated = 100%, excess cold GTP = 0%. GTP binding activity (percent of control), % at 10 µM. 190,000 tested, 0.055% active;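 active = fluorescent GTP binding to Rab7 beads changed by at least 20 points from the 100% baseline, either direction, mostly lower; inconclusive = compound itself probably fluorescent, or too few beads counted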;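 note: median green fluorescence of bound Bodipy-FL-GTP per Rab7 bead population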
# Rab2A wt mod: changes GTP binding to wildtype dog Rab2A, up or down; GST-Rab2 wt beads, Bodipy-GTP binding, flow cytometry; GTP binding activity, % at 10 µM; 190,000 tested, 0.19% active; AID 760;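 active = GTP binding activity at least 20 points away from 100%, either lowered or raised; inconclusive = signal likely due to the compound's own green fluorescence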;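 note: 0% = beads with excess unlabeled GTP and 100% = no-compound control corrected for plate trend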
# Cdc42 wt GTP: human Cdc42 wildtype GTP binding change, either direction | GST-Cdc42 beads, Bodipy-GTP binding, flow cytometry; actives lie on both sides | percent activity (GTP binding), % at 10 µM | 190,000 tested, 0.2% active | P60953;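 active = percent activity GTP binding at least 20 points away from the 100% baseline, either down as inhibitor or up as activator; inconclusive = compound flagged as likely green fluorescent from well-wide comparison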;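 note: median bead fluorescence of bound Bodipy-FL-GTP at 100 nM; 0% = excess unlabeled GTP control and 100% = no compound control; below 100% means less GTP binding so inhibitor and above means activator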
# Target sequence (P60953 whole entry, looked up): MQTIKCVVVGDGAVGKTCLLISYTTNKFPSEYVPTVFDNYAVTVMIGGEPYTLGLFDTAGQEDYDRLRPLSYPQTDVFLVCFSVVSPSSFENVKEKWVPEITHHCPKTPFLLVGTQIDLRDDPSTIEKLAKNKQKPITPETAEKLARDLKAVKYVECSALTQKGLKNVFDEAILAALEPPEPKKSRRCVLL
# Active calls of the source: *; ? = inconclusive; nt = not tested or not shown.
SMILES,ABCB1 block,Rac1 mut GTP,HRas wt GTP,Mcl1-Noxa inh,Pf gametocyte,ABCG2 inh,Avidin fluor,Rac1 wt GTP bind,Rab7 wt GTP bind,Rab2A wt mod,Cdc42 wt GTP
O=C1/C(=C/c2ccc([N+](=O)[O-])cc2)C=C(c2ccccc2)N1c1ccc(O)cc1,-0.1,96,97,60*,nt,0,34,99,93,97,98
COCCNC(=O)C(c1cccs1)N(CCc1ccccc1)C(=O)Cn1nnc2ccccc21 (centres undefined),0.3,93,95,-5,-37,1,6,96,97,96,98
CCOC(=O)c1c(NC(=O)c2nn(CC)cc2Br)sc(C)c1C,3.1,97,97,13,nt,43,10,97,95,97,97
O=C(CSc1nnc(-c2c[nH]c3ccccc23)n1-c1ccc(F)cc1)NCc1ccco1,0.2,100,101,12,-9,4,3,105,98,99,100
COc1ccc(-c2csc(Nc3cccnc3)n2)cc1OC,-1.5,100,102,9,nt,42,13,104,107,102,100
COc1ccc(CN2CCOCC2)cc1Br,0.2,96,96,3,nt,1,8,93,97,98,96
CCOc1ccccc1NC(=O)c1ccc(Cl)c(NC(=O)CC(c2ccccc2)c2ccccc2)c1,1.5,99,97,11,nt,4,9,99,97,98,96
O=C(CN1C(=O)CCC1=O)c1ccc(-c2ccccc2)cc1,1.1,100,100,3,-11,12,7,105,97,99,100
O=C(NNC(=O)C1CCCO1)c1ccc(Cl)cc1 (centres undefined),-0.1,94,94,-6,nt,-1,5,95,97,95,95
COc1ccc(-n2c(SCc3ccc(C#N)cc3)nnc2-c2ccccn2)cc1,0.6,99,100,10,nt,1,7,100,97,96,101
CN1CCC(=NNc2ccc(S(=O)(=O)N3CCOCC3)cc2[N+](=O)[O-])CC1,0.6,100,101,27,18,3,2,102,105,100,99
N/C(=N\OC(=O)CC1CCCCC1)c1ccccc1,0.5,98,101,-7,-1,8,14,105,101,99,103
CCC(=O)N(Cc1cc2cccc(C)c2[nH]c1=O)c1ccccc1OC,0.8,99,102,12,14,3,12,102,99,101,103
CCOC(=O)c1cn(CC(=O)Nc2ccc3c(c2)OCCO3)nn1,0.3,100,100,-13,19,0,16,103,99,100,100
O=C(Cc1ccccc1F)Nc1nc(-c2cccnc2)cs1,1.1,93,93,10,-20,6,10,90,98,92,97
Nc1c(N=Nc2cccc(Cl)c2)c(=O)[nH]n1-c1ccccc1,0.3,97,99,11,nt,2,nt,98,94,96,98
COC(=O)c1[nH]c2ccc(Cl)cc2c1NC(=O)c1ccccc1[N+](=O)[O-],0.1,100,101,-1,16,27,20,104,102,101,99
C[C@@H](C(=O)NCc1ccccc1)[C@H]1C[C@]1(C)[C@H](NC(=O)OCc1ccccc1)c1ccccc1,3.2,99,101,-7,-4,21,8,105,104,100,101
COc1ccc(C2CC(=O)n3c(nc4ccccc43)S2)cc1OC (centres undefined),0.2,92,96,18,nt,1,35,94,96,93,96
CCCCCCCCOC1OC(CO)C(O)C(O)C1NC(C)=O (centres undefined),0.4,96,97,nt,nt,5,9,96,96,97,99
Cn1c(SCC(=O)NCc2ccco2)nnc1-c1c[nH]c2ccccc12,0.1,101,99,25,nt,0,23,104,99,101,105
N#Cc1cc2c(nc1SCC(=O)Nc1sc3c(c1C#N)CCC3)CCCCCC2,0.9,97,98,-37,nt,3,43,100,100,98,98
CC(Sc1nnnn1C)C(=O)NC(=O)NC1CCCCC1 (centres undefined),-0.2,93,95,7,6,0,14,94,99,94,91
Cc1cc(C(=O)N2CCN(S(C)(=O)=O)CC2)cs1,0.5,100,101,19,nt,1,38,102,104,102,101
CC1=Nn2c(nnc2-c2ccc(F)cc2)SC1,0.2,100,103,16,25,3,37,105,100,103,106

# Following part.
SMILES,ABCB1 block,Rac1 mut GTP,HRas wt GTP,Mcl1-Noxa inh,Pf gametocyte,ABCG2 inh,Avidin fluor,Rac1 wt GTP bind,Rab7 wt GTP bind,Rab2A wt mod,Cdc42 wt GTP
COc1cc(C(=O)NCC2CCCO2)cc(OC)c1OC (centres undefined),0.2,97,98,11,2,0,15,101,96,98,99
Cc1ccc(COc2ccsc2C(=O)NNC(N)=S)cc1,1.3,91,89,2,9,6,10,89,89,92,90
O=C(C1CCN(S(=O)(=O)c2cnc[nH]2)CC1)N1CCN(Cc2ccc3c(c2)OCO3)CC1,0.5,98,99,-11,-15,2,28,103,97,100,100
O=C1NN(c2ccc(Cl)cc2)C(=O)/C1=C\c1ccc(-c2cccc(C(=O)O)c2)o1,-2.0,87,90,81*,27,-7,13,93,93,90,92
CCOC(=O)C(NC(C)=O)C(=O)Nc1ccc(C(C)C)cc1 (centres undefined),0.1,95,96,7,19,0,9,99,105,100,98
Clc1cccc(Cl)c1CON/C=N/c1ncnc2sccc12,0.9,93,96,2,2,5,12,96,93,94,97
COc1cc(/C=C/C(=O)Nc2nc3ccc(S(=O)(=O)N(C)C)cc3s2)cc(OC)c1OC,-0.5,101,100,5,13,-3,7,105,100,100,104
CC(OC(=O)c1ccc(S(=O)(=O)N(C)c2ccccc2)cc1)C(=O)NCCC1=CCCCC1 (centres undefined),1.9,100,103,13,nt,0,0,104,104,104,102
N#Cc1c(N2C(=O)C3C4C=CC(C4)C3C2=O)sc2c1CCC2 (centres undefined),1.2,96,102,-2,nt,29,13,105,103,102,106
CCn1c(SCC(=O)N/N=C/C=C/c2ccco2)nnc1-c1ccccc1,0.5,100,99,6,-16,19,14,101,97,98,101
C/C(=N/OC(=O)c1c(-c2c(Cl)cccc2Cl)noc1C)c1cnccn1,-2.2,96,98,4,-12,-2,8,103,97,96,98
CC(Oc1ccc(Cl)cc1Cl)c1nc(-c2ccc(NC(=O)c3ccncc3)cc2)no1 (centres undefined),0.7,98,102,3,nt,9,4,104,100,99,100
CCOC(=O)c1ccc(NC(=O)N2CCCCC2)cc1,0.2,100,105,-11,nt,2,14,105,101,105,104
CCC(CC)C(=O)NCCNC(=O)C(CC)CC,0.4,102,99,-4,-22,-5,13,107,98,100,102
Cc1ccc2oc3c(c(=O)c2c1)C(c1cccc(O)c1)N(c1ccccn1)C3=O (centres undefined),0.6,97,98,16,nt,1,6,96,95,97,99
Cc1nc(Nc2ccc(Cl)cc2Cl)sc1C(=O)Nc1ccccc1,0.5,95,97,1,-8,13,6,98,95,96,93
Cc1ccccc1Cn1nc(C)c(NC(=O)C2(C)CC2(Cl)Cl)c1C (centres undefined),0.2,104,104,2,2,2,6,104,100,104,103
Cc1ccc(C)c(CN2C(=O)c3ccccc3S(=O)c3ccc(C(=O)N4CCN(c5ccccn5)CC4)cc32)c1 (centres undefined),15,98,102,4,1,6,26,101,109,100,98
CC(C)C(=O)N1CCN(c2ccc(NC(=O)c3ccc4c(c3)OCCO4)cc2)CC1,1.5,96,95,2,-7,6,11,97,96,98,98
COc1cc(Cn2c(-c3nonc3N)nc3ccccc32)ccc1C,0.1,?,?,nt,nt,4,12,?,?,?,?
COCCn1c(-c2ccccc2F)n[nH]c1=S,0.3,94,101,8,nt,1,11,104,99,98,100
CCCOc1ccc(-c2nn(-c3ccccc3)cc2/C=C2\SC(=S)N(C3CCS(=O)(=O)C3)C2=O)cc1 (centres undefined),0.3,97,95,16,nt,3,13,99,95,98,98
Cc1cnc2c(C(=O)O)cnn2c1,-0.6,94,94,15,9,-1,22,91,99,93,92
Nc1nc2ccccc2nc1N,0.0,100,103,14,nt,0,4,104,102,103,105
CCOc1ccc(-c2nn[nH]n2)cc1,0.4,100,103,6,-12,1,8,102,103,103,100
COC(=O)C(C)Oc1cc(OC(C)C(=O)OC)c2c(C)c(Cl)c(=O)oc2c1 (centres undefined),1.6,95,98,0,-18,27,9,99,106,100,95
CSc1nc(N)nc(SCC(=O)OC(C)C)c1C#N,1.5,96,95,-20,-9,22,25,97,94,95,94
CCN1CCN(C(=O)CCNC(=O)Cn2ccc3ccccc3c2=O)CC1,0.4,100,100,-2,nt,1,13,97,99,100,100
Cc1cccc(NC(=O)CCCN2C(=O)c3cccc4cccc(c34)C2=O)c1,0.6,101,105,-17,nt,3,8,104,102,104,106
CCCc1cc2c(cc1NC(=O)c1ccccc1C)OCO2,0.5,100,104,15,nt,2,16,101,100,105,104

# Laid out differently: results already given
molecule | ABCB1 block | Rac1 mut GTP | HRas wt GTP | Mcl1-Noxa inh | Pf gametocyte | ABCG2 inh | Avidin fluor | Rac1 wt GTP bind | Rab7 wt GTP bind | Rab2A wt mod | Cdc42 wt GTP
COCCn1c(-c2ccccc2F)n[nH]c1=S | 0.3 | 94 | 101 | 8 | nt | 1 | 11 | 104 | 99 | 98 | 100
CCCOc1ccc(-c2nn(-c3ccccc3)cc2/C=C2\SC(=S)N(C3CCS(=O)(=O)C3)C2=O)cc1 (centres undefined) | 0.3 | 97 | 95 | 16 | nt | 3 | 13 | 99 | 95 | 98 | 98
Cc1cnc2c(C(=O)O)cnn2c1 | -0.6 | 94 | 94 | 15 | 9 | -1 | 22 | 91 | 99 | 93 | 92
Nc1nc2ccccc2nc1N | 0.0 | 100 | 103 | 14 | nt | 0 | 4 | 104 | 102 | 103 | 105
CCOc1ccc(-c2nn[nH]n2)cc1 | 0.4 | 100 | 103 | 6 | -12 | 1 | 8 | 102 | 103 | 103 | 100
COC(=O)C(C)Oc1cc(OC(C)C(=O)OC)c2c(C)c(Cl)c(=O)oc2c1 (centres undefined) | 1.6 | 95 | 98 | 0 | -18 | 27 | 9 | 99 | 106 | 100 | 95
CSc1nc(N)nc(SCC(=O)OC(C)C)c1C#N | 1.5 | 96 | 95 | -20 | -9 | 22 | 25 | 97 | 94 | 95 | 94
CCN1CCN(C(=O)CCNC(=O)Cn2ccc3ccccc3c2=O)CC1 | 0.4 | 100 | 100 | -2 | nt | 1 | 13 | 97 | 99 | 100 | 100
Cc1cccc(NC(=O)CCCN2C(=O)c3cccc4cccc(c34)C2=O)c1 | 0.6 | 101 | 105 | -17 | nt | 3 | 8 | 104 | 102 | 104 | 106
CCCc1cc2c(cc1NC(=O)c1ccccc1C)OCO2 | 0.5 | 100 | 104 | 15 | nt | 2 | 16 | 101 | 100 | 105 | 104

# High-throughput results deposited in PubChem by several laboratories.
